# BoNT A protease = BoNT/A light chain protease inhibitors, primary screen, biochemical, flow cytometry, MLPCN library | inhibition, % at 10 µM | AID 588499, 2011 | multiplex microsphere protease substrate cleavage | Botulinum neurotoxin type A light chain protease (Clostridium botulinum A str. ATCC 3502) | 0.17% of 360,000 active; further: plate controls were buffer without enzyme for full effect and enzyme alone for no effect
# Anthrax LF prot = Bacillus anthracis LF protease inhibitors, primary screen, biochemical, multiplex microsphere, MLPCN library; multiplex microsphere protease cleavage assay; inhibition, % at 10 µM; 0.12% of 360,000 active; further: plate controls were buffer without enzyme for full effect and enzyme alone for no effect
# PfHsp40 rescue = rescue of yeast from PfHsp40 toxicity, primary screen, S. cerevisiae, ATP luminescence. S. cerevisiae expressing PfHsp40, growth rescue. growth rescue, % at 12.5 µM. 0.68% of 340,000 active. AID 504582, 2011; in the data active means growth rescue above about 28%, passing the limit was not always enough; inconclusive means no clear call, values can overlap the other calls;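 further: yeast W303a lacking pdr1 and pdr3 grown in galactose medium; growth measured after three days at 30 °C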
# FadD28 FP inh = inhibitors of FadD28 bisubstrate probe binding, primary screen, biochemical, fluorescence polarization, single point; inhibition, % at 12.5 µM; AID 588549, 2011; Mycobacterium tuberculosis FadD28 fatty-acid-AMP ligase; 0.22% of 360,000 active; in the data active means inhibition above about 8.5%, passing the limit was not always enough; inconclusive means no clear call, values can overlap the other calls
# BoNT-F LC inh = BoNT/F light chain protease inhibitors, primary screen, biochemical, flow cytometry, MLPCN library | Multiplex microsphere protease cleavage assay | inhibition, % at 10 µM | 0.22% of 360,000 active; in the data active means inhibition above about 35%, passing the limit was not always enough; inconclusive means no clear call, values can overlap the other calls; further: plate controls were buffer without enzyme for full effect and enzyme alone for no effect
# BioA inh = M. tuberculosis BioA enzyme inhibitors, primary screen, biochemical, plate reader, single point, HTS; 7,8-diaminopelargonic acid synthase BioA (Mycobacterium tuberculosis); purified M. tuberculosis BioA enzyme; inhibition, % at 9.99 µM; 0.096% of 360,000 active; AID 602481, 2012; in the data active means inhibition above about 40%; inconclusive means no clear call, values can overlap the other calls
# GDH-TPI counter = GDH-TPI coupling enzyme inhibitors, primary screen, artefact control for M. tuberculosis FBA inhibitor project, biochemical, absorbance, full deck; AID 588335, 2011; 1.2% of 360,000 active; GDH-TPI coupled enzyme counterscreen, NADH absorbance; inhibition, % at 4.8 µM; in the data active means inhibition above about 30%;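 further: 0% = DMSO wells and 100% = wells lacking the enzyme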
# UGM FP inh = M. tuberculosis UGM enzyme inhibitors, primary screen, biochemical, fluorescence polarization, single point; purified UGM, fluorescence polarization probe displacement; inhibition, % at 10 µM; UDP-galactopyranose mutase (Mycobacterium tuberculosis (strain ATCC 25618 / H37Rv)), …; 0.06% of 320,000 active; in the data active means inhibition above about 10%, passing the limit was not always enough; inconclusive means no clear call, values can overlap the other calls
# Target sequence (P9WIQ1 whole entry, looked up): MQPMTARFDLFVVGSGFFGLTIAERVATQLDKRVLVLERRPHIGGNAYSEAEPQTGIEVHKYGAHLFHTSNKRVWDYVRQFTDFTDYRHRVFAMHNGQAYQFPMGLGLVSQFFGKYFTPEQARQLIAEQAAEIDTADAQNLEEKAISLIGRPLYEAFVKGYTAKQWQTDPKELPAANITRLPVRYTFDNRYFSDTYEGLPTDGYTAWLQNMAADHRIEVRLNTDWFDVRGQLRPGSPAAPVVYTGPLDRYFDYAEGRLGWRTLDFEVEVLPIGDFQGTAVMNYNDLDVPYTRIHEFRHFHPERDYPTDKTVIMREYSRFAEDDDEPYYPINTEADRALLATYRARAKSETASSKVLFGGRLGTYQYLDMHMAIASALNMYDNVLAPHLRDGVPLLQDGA
# FBA Mtb inh = Mtb FBA enzyme inhibitors, primary screen, biochemical, fluorescence, strain H37Rv. Fructose-bisphosphate aldolase (Mycobacterium tuberculosis (strain ATCC 25618 / H37Rv)), …. purified M. tuberculosis FBA, fluorescence read-out. inhibition, % at 1 µM. 2.3% of 360,000 active. AID 588726, 2011; in the data active means inhibition above about 27%;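 further: 0% = vehicle and 100% = reference inhibitor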
# Target sequence (P9WQA3 whole entry, looked up): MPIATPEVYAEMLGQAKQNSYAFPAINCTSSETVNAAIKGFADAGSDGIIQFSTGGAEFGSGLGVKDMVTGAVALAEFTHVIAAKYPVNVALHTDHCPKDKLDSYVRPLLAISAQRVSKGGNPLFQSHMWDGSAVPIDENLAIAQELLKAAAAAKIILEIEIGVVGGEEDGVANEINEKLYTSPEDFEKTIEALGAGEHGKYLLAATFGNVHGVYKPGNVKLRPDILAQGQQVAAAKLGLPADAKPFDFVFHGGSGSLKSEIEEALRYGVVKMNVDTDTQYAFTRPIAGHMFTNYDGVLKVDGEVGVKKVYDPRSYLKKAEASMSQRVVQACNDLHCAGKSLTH
# An asterisk follows results filed as active; ? = inconclusive; . = no result given. Unless noted, no stated cut-off is given here; in the data, active means inhibition above about 30%; inconclusive means no clear call, values can overlap the other calls; inactive means below that. An unsorted share of the library; overall some 4.7% were active at least once.
# Every second line gives: GDH-TPI counter	BioA inh	BoNT A protease	BoNT-F LC inh	UGM FP inh	FadD28 FP inh	FBA Mtb inh	Anthrax LF prot	PfHsp40 rescue
- CCCCOC(=O)c1cccnc1
→ 3	-2.1	-0.7	-5	1.7	0.5	4	-2	1.1
- CC(C(=O)N1CCCCC1)n1ncn2cccc2c1=O (configuration not stated)
→ -2	0.0	-0.3	-2	4.9	-4.3	1	-2	0.3
- C[C@H](CO)N1C[C@H](C)[C@@H](CN(C)S(=O)(=O)c2cn(C)cn2)Oc2c(NS(=O)(=O)c3ccc(F)cc3)cccc2C1=O
→ 6	-0.8	-0.4	-3	-1.2	1.4	0	0	0.9
- O=C1CCC/C(=N\NC(=O)COc2ccc(Cl)cc2)C1
→ -2	.	-0.4	-2	0.3	-3.0	-1	-6	-0.3
- Cc1cc(-c2ccccc2)cc(-c2ccccc2)[n+]1CCc1ccccc1
→ 4	7.2	0.0	2	3.7	-2.7	9	2	-0.2
- COc1ccc(S(=O)(=O)N(CC(=O)N/N=C/c2cccs2)c2cc(C)cc(C)c2)cc1OC
→ 6	0.2	-0.3	-5	0.8	-3.2	-2	0	48*
- CC(=O)c1ccc(N2C(=NC(=O)CCC3CCCC3)SC3CS(=O)(=O)CC32)cc1 (configuration not stated)
→ -3	0.4	-2.1	-8	1.8	-1.4	3	1	0.3
- CCOc1ccc(OCC)c(S(=O)(=O)N2CCC(C)CC2)c1
→ 4	-0.1	1.0	2	-3.3	-2.7	-2	0	-0.8
- Cc1ccccc1C(=O)N(Cc1nc2ccccc2c(=O)[nH]1)C1CCCC1
→ 10	.	-0.6	-4	-0.1	-0.7	1	-6	-0.4
- COc1cc2[nH]c(C(=O)N3CCC4(CC3)OCCO4)cc2c(OC)c1OC
→ 7	-0.4	2.2	-4	-0.2	-1.3	2	2	-1.7
- O=C(Nc1ccc(NC(=O)c2cccs2)c(Cl)c1)c1cccs1
→ 8	4.2	-1.7	-4	3.0	1.3	4	-4	-0.6
- O=C1CCCC(O)=C1Sc1ccccc1C(=O)O
→ 7	-0.5	-0.1	-4	2.9	-2.0	3	0	-0.4
- CN(C)S(=O)(=O)c1cccc(C(=O)Nc2cc(Cl)ccc2O)c1
→ 8	0.3	-0.1	8	-1.4	-0.5	5	-1	-0.6
- COc1ccc(NC(=O)CSc2nnc(Cn3c(=O)sc4ccccc43)n2C)c(OC)c1
→ 10	-1.1	-0.7	-5	-1.0	-2.2	5	1	0.8
- CCOC(=O)CNC(=O)C1(/C=C/c2ccccc2)CC(=O)N1c1ccc(OC)cc1 (configuration not stated)
→ 4	-1.1	-0.4	1	-1.1	-1.7	5	-2	-0.3
- CCC1CCCCN1CC(=O)Nc1cc(OC)c(OC)cc1C#N (configuration not stated)
→ 9	.	-0.8	-2	.	-0.4	-1	-2	-1.3
- S=c1nc[nH]c2c1[nH]c1ccccc12
→ 3	-1.3	1.6	6	1.6	-3.1	-6	2	4.5
- S=C(Nc1ccc(Cl)cc1)N1CCOCC1
→ 5	1.7	-0.9	-17	-0.2	-2.1	-1	-3	2.8
- CC1CCCN(C(=O)C2CCN(C(=O)Nc3ccccc3)CC2)C1 (configuration not stated)
→ 7	-1.6	3.6	-3	-0.1	.	0	5	-1.6
- Cc1ccc(S(=O)(=O)N2CCC(C(=O)NCC3CC3)CC2)cc1
→ 1	-0.8	0.0	4	-0.8	0.7	1	-4	-0.9
- Cc1cc(C)c(OCCCNC2CCCC2)c(Br)c1
→ 6	-0.2	-1.6	-9	0.6	-0.5	67*	6	-0.6
- COc1ccc(-c2sc3cc4c(cc3c2C#Cc2cncn2C)OCO4)cc1
→ 19	-2.3	0.0	-1	-2.3	-3.4	23	-1	-0.4
- O=C(NCc1ccc(F)cc1)C1CC(=O)N(C2CCCC2)C1 (configuration not stated)
→ 1	-2.1	-0.2	-6	-1.7	-2.9	-1	-1	-1.2
- CC1CC(C)CN(C(=O)c2ccc3c(c2NCCO)C(=O)c2ccccc2C3=O)C1 (configuration not stated)
→ 14	1.2	1.7	18	3.3	2.2	-4	6	0.0
- CC(C)(C)CN1CCC(n2nccc2NC(=O)c2ccccc2Cl)CC1
→ -1	0.7	4.2	-4	2.3	-2.7	-2	-4	-0.7
- Cc1cc2c(C)nc3ccccc3c2o1
→ 2	-1.7	0.6	3	-0.8	-1.3	4	0	-0.3
- O=C(NNC(=O)C1CCN(S(=O)(=O)c2ccc(Cl)cc2)CC1)c1ccccc1
→ 7	-4.3	-2.2	-13	-1.7	1.1	1	-2	-0.1
- CC1CCN(c2ccc(NC(=O)c3cccnc3)cc2)CC1
→ 16	8.9	-1.7	-18	-1.8	-2.6	-1	-10	-0.8
- CCn1c(CNC(=O)C23CC4CC(CC(C4)C2)C3)nnc1SC
→ 0	.	-0.6	3	.	-0.2	-2	2	-1.0
- CCN(C(=O)COC(=O)/C(=C/c1ccccc1)n1nnnc1C)C1CCCCC1
→ 3	1.2	-3.6	-4	-0.9	-0.2	-1	5	-0.2

# Continued; the last 4 above are carried over.
# Every second line gives: GDH-TPI counter	BioA inh	BoNT A protease	BoNT-F LC inh	UGM FP inh	FadD28 FP inh	FBA Mtb inh	Anthrax LF prot	PfHsp40 rescue
- O=C(NNC(=O)C1CCN(S(=O)(=O)c2ccc(Cl)cc2)CC1)c1ccccc1
→ 7	-4.3	-2.2	-13	-1.7	1.1	1	-2	-0.1
- CC1CCN(c2ccc(NC(=O)c3cccnc3)cc2)CC1
→ 16	8.9	-1.7	-18	-1.8	-2.6	-1	-10	-0.8
- CCn1c(CNC(=O)C23CC4CC(CC(C4)C2)C3)nnc1SC
→ 0	.	-0.6	3	.	-0.2	-2	2	-1.0
- CCN(C(=O)COC(=O)/C(=C/c1ccccc1)n1nnnc1C)C1CCCCC1
→ 3	1.2	-3.6	-4	-0.9	-0.2	-1	5	-0.2
- COc1ccc(S(=O)(=O)N2CCCCC2c2cc(C(=O)Nc3ccc4c(c3)OCO4)no2)cc1 (configuration not stated)
→ 10	-1.1	-1.1	-8	.	-1.7	0	-1	.
- COc1ccccc1C(=O)NS(=O)(=O)c1ccc(C)cc1
→ 7	1.0	0.2	-7	3.0	-1.3	-3	-10	-0.9
- O=C(N[C@@H](Cc1ccc(O)cc1)C(=O)O)c1ccncc1
→ -7	-1.4	0.1	-5	-1.9	-2.1	0	4	1.1
- COc1ccc(CCNC(=O)Cn2nnc(C(=O)Nc3ccc(Br)cc3)c2N)cc1OC
→ -3	-0.7	1.3	6	-1.5	-4.3	1	-2	0.3
- C=CCN1C(=O)[C@]2(c3ccccc31)C1CCCC=C1C(C#N)=C(N)C2(C#N)C#N (some centres not stated)
→ 12	-1.0	?	-2	-1.4	-2.7	-2	-8	1.1
- COC(=O)C1=C(C)N(Cc2ccccc2)C(=NCc2ccc3c(c2)OCO3)N[C@H]1c1ccccc1
→ -2	2.7	0.1	-13	-4.0	-2.8	0	-2	7.8
- CCOC(=O)C1=CC[C@H]2c3c(c4ccccc4n3C)C(=O)C1N2C
→ 3	0.7	0.2	3	3.5	-2.1	-3	-1	1.2
- O=C(CSc1nc2sc3c(c2c(=O)n1-c1ccccc1)CCCC3)NCc1ccco1
→ 17	-0.1	-0.6	-5	.	-0.3	2	-13	-0.8
- COC(=O)c1ccccc1C(=O)c1ccc2c(c1)NC(=O)CO2
→ 3	-5.7	0.8	-4	.	-1.3	-2	-2	-1.4
- CCc1nc2ccc(C(=O)Nc3cccc(NS(C)(=O)=O)c3)cn2c1N(C)C(=O)Cc1ccccc1
→ -6	-0.4	-0.6	0	.	-1.3	-4	-4	.
- COC(=O)c1ccc(N2CCCCC2)c(N)c1
→ -2	22	0.2	-5	-1.3	-2.5	2	-4	-0.1
- CCOc1ccc(Nc2oc(-c3ccc(Cl)cc3)nc2C#N)cc1
→ 9	-3.2	-1.5	-5	2.1	-2.6	2	0	0.0
- CCOC(=O)c1cnc(SCC(=O)Nc2ccc(NC(=O)CC)c(OC)c2)nc1N
→ 5	.	-0.5	-1	0.6	-2.6	-2	-6	-0.8
- O=C(NCc1cn2ccsc2n1)c1cccs1
→ -2	2.5	-0.6	1	0.8	-1.0	-1	3	-1.0
- COc1ccc(C2CC(c3ccc(Br)cc3)=NN2C(=S)Nc2ccccc2)cc1 (configuration not stated)
→ 14	-0.8	7.2	1	0.3	-3.3	-1	1	-1.0

# Looked up above.
# BioA inh result of CCOc1ccc(Nc2oc(-c3ccc(Cl)cc3)nc2C#N)cc1 = -3.2
# UGM FP inh result of O=C(NCc1cn2ccsc2n1)c1cccs1 = 0.8
# FBA Mtb inh result of O=C(CSc1nc2sc3c(c2c(=O)n1-c1ccccc1)CCCC3)NCc1ccco1 = 2
# PfHsp40 rescue result of COc1ccccc1C(=O)NS(=O)(=O)c1ccc(C)cc1 = -0.9
# BoNT-F LC inh result of CCOC(=O)C1=CC[C@H]2c3c(c4ccccc4n3C)C(=O)C1N2C = 3

# Continuation.
# Every second line gives: GDH-TPI counter	BioA inh	BoNT A protease	BoNT-F LC inh	UGM FP inh	FadD28 FP inh	FBA Mtb inh	Anthrax LF prot	PfHsp40 rescue
- Cc1nnc(SCc2cc(=O)oc3ccc4ccccc4c23)n1Cc1ccccc1
→ 9	.	12	2	0.0	-4.9	15	4	6.6
- CC(C)CN1CCC(=O)N([C@H](CSc2ccccc2)Cc2ccccc2)CC1
→ 6	-0.2	-1.1	-4	0.9	-1.3	-2	-1	-1.2
- COc1ccccc1C(=O)N=C1SC2CS(=O)(=O)CC2N1c1ccccc1 (configuration not stated)
→ 2	7.3	2.9	4	-3.2	0.5	2	2	3.7
- COc1ccc(CNC(=O)CCn2ccc3cc(S(=O)(=O)N4CCCC4)ccc32)cc1
→ -4	2.5	0.9	-1	-0.4	-1.3	0	-1	-0.3
- Cc1c(CN(C)C(=O)CSc2nc(-c3ccco3)cc(C(F)(F)F)n2)cnn1C
→ 24	4.8	0.4	1	-2.8	-1.7	1	1	0.9
- COc1ccc(NC2CCCN(C(=O)CSc3ccncc3)C2)cc1 (configuration not stated)
→ -2	2.5	-0.1	-7	-1.5	-0.9	0	2	-0.4
- CC(=O)c1cccc(S(=O)(=O)NCC(c2ccco2)N2CCCCC2)c1 (configuration not stated)
→ 3	-0.1	2.9	2	-2.4	-1.4	-2	-3	-0.5
- O=C(Nc1cccc(S(=O)(=O)N2CCOCC2)c1)C1=NN(c2ccccc2)C(=O)CC1
→ 2	-1.0	0.5	-8	-1.9	-3.6	-2	1	0.1
- Clc1ccc(OCCSc2ncccn2)c(Br)c1
→ -1	.	-0.9	-8	-1.7	-3.9	-1	-4	2.9
- C=C(C)C(=O)Nc1cccnc1Oc1ccc(F)cc1
→ 11	1.0	0.2	4	-0.7	-1.5	-1	-10	4.3
- O=C(NCc1ccccc1)C1CCCN(C(=O)Nc2ccccc2)C1 (configuration not stated)
→ -2	1.9	?	-5	0.0	-3.0	-6	-6	-1.3
- O=C(Nc1cccnc1Cl)c1ccc(Cl)c([N+](=O)[O-])c1
→ 1	.	-0.3	-2	0.6	0.3	0	-1	-1.2
- CCCCn1c(N)c(N(CC)C(=O)COc2ccc(C#N)cc2)c(=O)[nH]c1=O
→ -8	0.7	-0.5	8	-2.8	-2.1	-2	0	1.6
